Compound activity from PubChem BioAssay.
ABCG2 block = ABCG2 efflux pump inhibitors, primary screen, multiplex with ABCB1, IgMXP3 cells, flow cytometry | JC-1 efflux | inhibition, % at 6.6 µM | 0.1% of 190,000 active;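 active means inhibition above 80%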;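 further: 0% = DMSO and 100% = nicardipine control wells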
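test system = two drug-resistant human cell lines, ABCG2 and ABCB1 | amount = 3 million cells/mL final, two lines in 1:1 ratio | reagent = JC-1 transporter substrate | doses = one concentration, 6.6 µM final | incubation = 10 min at 25 °C | signal = flow cytometric JC-1 green MFI at 530 nm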
Bcl-B Bim block = inhibitors of Bim-Bcl-B binding, primary screen, biochemical, multiplexed, human Bcl-2 family. Bcl-2-like protein 10 (Homo sapiens), Q9HD36. bead-based flow cytometry, Bim peptide-Bcl-B binding. inhibition, % at 10 µM. 0.073% of 190,000 active. AID 951, 2007;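 further: 0% = tracer peptide without compound and 100% = reference inhibitor peptide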
Bim-Bfl-1 = inhibitors of Bim binding to Bfl-1, primary screen, biochemical, multiplexed, bead-based flow cytometry | Bcl-2-related protein A1 (Homo sapiens), Q16548 | Bim-Bfl-1 binding inhibition | inhibition, % at 10 µM | 0.12% of 190,000 active | AID 1008, 2008;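 further: 0% = wells without compound plus tracer and 100% = blocker peptide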
RGS7-Gao = RGS7-Galphao binding modulators, primary screen, biochemical, multiplexed bead flow cytometry; Guanine nucleotide-binding protein G(o) subunit alpha (Homo sapiens), P09471; actives lie on both sides; binding response (% of control), % at 10 µM; 0.35% of 220,000 active; in the data active means binding response below about 49% or above about 150%; inconclusive means no clear call, values can overlap the other calls; inactive means in between;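 further: fluorescent Galphao held in activated GDP-AlF4 state binding bead-coupled RGS7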
Target sequence (P09471 whole entry, looked up): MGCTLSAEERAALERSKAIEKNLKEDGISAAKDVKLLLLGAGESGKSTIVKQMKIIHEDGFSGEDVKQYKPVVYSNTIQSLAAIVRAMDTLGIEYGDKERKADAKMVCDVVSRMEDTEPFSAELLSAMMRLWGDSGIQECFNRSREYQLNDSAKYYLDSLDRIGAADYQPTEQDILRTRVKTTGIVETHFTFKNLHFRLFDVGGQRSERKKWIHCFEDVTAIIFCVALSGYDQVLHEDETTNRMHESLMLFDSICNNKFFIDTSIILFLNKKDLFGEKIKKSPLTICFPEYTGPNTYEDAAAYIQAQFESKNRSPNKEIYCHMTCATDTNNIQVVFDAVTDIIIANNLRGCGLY
Mcl-1 Bim block = inhibitors of Bim peptide binding to Mcl-1, primary screen, biochemical, bead-based flow cytometry, multiplex; Induced myeloid leukemia cell differentiation protein Mcl-1 (Homo sapiens), Q07820; Bim peptide-Mcl-1 binding; inhibition, % at 10 µM; 0.1% of 190,000 active; AID 1009, 2008;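 further: 0% = no compound tracer wells and 100% = peptide blocker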
Target sequence (Q07820 whole entry, looked up): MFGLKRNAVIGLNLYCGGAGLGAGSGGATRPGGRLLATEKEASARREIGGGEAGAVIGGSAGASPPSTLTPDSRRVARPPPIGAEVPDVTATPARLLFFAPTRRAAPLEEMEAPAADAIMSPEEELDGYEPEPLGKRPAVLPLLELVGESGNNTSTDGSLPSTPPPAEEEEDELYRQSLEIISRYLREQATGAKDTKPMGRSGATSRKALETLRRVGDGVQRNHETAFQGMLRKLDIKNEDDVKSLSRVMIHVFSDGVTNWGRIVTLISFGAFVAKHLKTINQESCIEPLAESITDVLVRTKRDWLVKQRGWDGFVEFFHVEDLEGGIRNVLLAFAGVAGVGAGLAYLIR
ABCB1 inh = ABCB1 efflux pump inhibitors, primary screen, cell-based, multiplex, flow cytometry, ABCG2 counter-screen; ATP-dependent translocase ABCB1 (Homo sapiens), P08183; CCRF-Adr cells, JC-1 efflux; inhibition, % at 6.6 µM; 0.067% of 190,000 active; in the data active means inhibition above about 40%;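 further: 0% = vehicle and 100% = reference inhibitor; higher value means more JC-1 retained so stronger ABCB1 efflux block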
RGS8-Gao reg = RGS8-Galphao binding modulators, primary screen, biochemical, multiplexed bead flow cytometry. Guanine nucleotide-binding protein G(o) subunit alpha (Homo sapiens), P09471. actives lie on both sides. response (percent of control binding), % at 10 µM. 0.34% of 220,000 active; in the data active means response below about 60% or above about 140%; inactive means in between;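 further: Galphao activated as the GDP aluminium fluoride complex binding bead-coupled RGS8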
Bcl-2 Bim block = inhibitors of Bim-Bcl-2 binding, primary screen, biochemical, multiplexed, human Bcl-2 family; 0.06% of 190,000 active; inhibition, % at 10 µM; Bead-based flow cytometry, Bim peptide-Bcl-2 binding; Apoptosis regulator Bcl-2 (Homo sapiens), P10415; in the data active means inhibition above about 40%; inconclusive means no clear call, values can overlap the other calls;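 further: 0% = no compound wells with probe peptide and 100% = reference peptide inhibitor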
Bcl-W Bim block = inhibitors of Bim binding to Bcl-W, primary screen, biochemical, multiplexed, bead-based flow cytometry; Bcl-2-like protein 2 (Homo sapiens), Q92843; Bim peptide-Bcl-W binding; inhibition, % at 10 µM; 0.02% of 190,000 active; AID 952, 2007;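 further: 0% = bound tracer without compound and 100% = peptide blocker; higher means less fluorescent Bim peptide bound to Bcl-W beads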
Target sequence (Q92843 whole entry, looked up): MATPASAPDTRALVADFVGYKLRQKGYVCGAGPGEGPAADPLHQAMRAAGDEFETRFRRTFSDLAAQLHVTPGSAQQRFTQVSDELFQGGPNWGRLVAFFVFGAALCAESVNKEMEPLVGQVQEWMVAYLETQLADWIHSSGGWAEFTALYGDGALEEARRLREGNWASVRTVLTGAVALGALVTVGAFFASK
Bim-Bcl-XL = inhibitors of Bim-Bcl-XL binding, primary screen, biochemical, multiplexed, bead flow cytometry, human Bcl-XL; Bcl-2-like protein 1 (Homo sapiens), Q07817; Bim peptide-Bcl-XL binding, fluorescence; inhibition, % at 10 µM; 0.04% of 190,000 active; AID 1007, 2008
RGS4-Gao reg = modulators of RGS4 binding to Galphao, primary screen, biochemical, multiplexed bead flow cytometry | binding response (% of control), % at 10 µM | 0.33% of 220,000 active | Guanine nucleotide-binding protein G(o) subunit alpha (Homo sapiens), P09471 | actives lie on both sides; in the data active means binding response below about 49% or above about 150%; inactive means in between;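 further: fluorescent Galphao activated with aluminum fluoride binding bead-coupled RGS4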
Numbers without * were called inactive; ? = inconclusive; . = not tested or not shown; + = active, no number; [ ] = remark or other dose. Unless noted, no stated cut-off is given here; in the data, active means inhibition above about 40%.

SMILES	ABCG2 block	Bcl-B Bim block	Bim-Bfl-1	RGS7-Gao	Mcl-1 Bim block	ABCB1 inh	RGS8-Gao reg	Bcl-2 Bim block	Bcl-W Bim block	Bim-Bcl-XL	RGS4-Gao reg
COc1ccc(C2C(C(=O)N3CCCCC3)CCC(=O)N2c2cc(OC)c(OC)c(OC)c2)cc1 (stereo not drawn)	8	-4	-12	102	-2	1.3	101	-6	0	-6	101
Cc1cccc(NC(=O)c2cc(Cl)ccc2[N+](=O)[O-])c1	30	-12	-8	101	-1	2.3	102	-13	-1	-8	103
Cc1ccc(C)c(NC2=C(Cl)C(=O)OC2OC(=O)c2ccco2)c1 (stereo not drawn)	1	1	-4	101	-2	0.3	107	4	0	2	108
COCc1nnc(NS(=O)(=O)c2ccc(C)cc2)s1	-1	-6	-1	107	-2	0.0	106	-1	-4	-5	103
COc1ccc(NC(=S)N(Cc2cccc(Br)c2)CC2CCC(C(=O)O)CC2)cc1 (stereo not drawn)	0	-8	-7	105	-1	0.0	103	-7	-2	-6	104
Cc1cc(C)n2cc(CSc3nnc(-c4ccccc4)o3)nc2n1	3	-3	-13	97	0	0.7	93	-5	1	-1	97
Cc1ccc(-n2c(C)cc(/C=N/NC(=O)CC3(C)OCCO3)c2C)cc1	0	-9	-5	100	-5	-0.3	101	0	-6	-7	103
CCCCCC1CC(CC(=O)Nc2nncs2)C(=O)O1 (stereo not drawn)	0	-6	2	96	-5	-0.2	89	4	-6	-10	94
O=C(NCCc1ccccc1)c1c(O)c2cccc3c2n(c1=O)CC3	0	-7	-11	98	0	-0.1	102	-2	-1	-3	102
Cc1ccc(S(=O)(=O)/N=C2/NC(=O)/C(=C/c3ccc(Br)o3)S2)cc1	-5	-2	0	100	-3	-1.6	103	1	0	-6	100
Cc1ccc(-c2cc(C(=O)Nc3ccccc3C)c3ccccc3n2)o1	12	-7	24	95	-2	1.7	82	1	-1	-4	88
O=C(OCC(=O)N1CCN(c2ccccc2)CC1)c1ccc2ccccc2n1	2	0	-3	98	0	0.7	100	-2	-1	2	102
CCN(CC)S(=O)(=O)c1cccc(C(=O)OCC(=O)c2ccc3c(c2)OCCO3)c1	6	-1	-1	99	-2	0.4	101	-2	0	-1	100
CCC(=O)Nc1cc(C(=O)OCc2ccc(C(=O)Oc3ccccc3)cc2)ccc1C	1	-5	0	91	-2	0.0	93	-1	-2	-4	94
Cc1cc(NC(=S)NC(=O)/C=C/c2ccc(S(=O)(=O)N3CCOCC3)cc2)ccc1Br	1	-2	-1	?	0	-0.2	99	0	-1	0	100
CC(C)(C)c1ccc(-c2nc(C#N)c(NCc3ccncc3)o2)cc1	-3	-6	-7	91	1	-8.3	99	-9	-1	-6	95
Cc1cc(C)c(C(N)=O)c(NC(=O)Nc2ccccc2Cl)n1	4	-1	0	101	0	0.0	100	-3	-2	0	99
Cc1nn(C)c(Cl)c1NC(=O)OCc1ccc(F)cc1	0	-14	-10	100	-3	0.0	100	-11	0	-3	103
Cc1ccc(OCc2cc(C(=O)Nc3ccccc3)oc2C)cc1	2	-8	-12	100	-3	0.3	102	-7	1	-8	103
Cc1ccc2nc(-c3ccc(NC(=O)C4CCCO4)cc3)[nH]c2c1 (stereo not drawn)	1	-4	-10	99	0	0.1	103	-5	3	-16	100
CCN(CC)C(=O)C1CCCN(c2ccccc2[N+](=O)[O-])C1 (stereo not drawn)	0	-10	-1	93	1	0.7	93	0	0	0	96
CCc1nc(SCC(=O)Nc2cc(C)on2)n[nH]1	18	0	3	103	-3	1.1	97	0	-1	2	104
CCCOc1ccc(N2CC(C(=O)Nc3ccccc3C(=O)NC)CC2=O)cc1 (stereo not drawn)	3	-8	-6	106	-2	0.0	104	-4	-3	-7	104
COc1ccccc1-c1c(C)oc2c(CN3CCN(CCO)CC3)c(O)ccc2c1=O	-6	2	-1	94	4	-5.8	99	-3	2	0	93
NC(=O)CNC(=O)C1CCCc2c1[nH]c1ccc(Cl)cc21 (stereo not drawn)	2	-6	-11	98	0	0.9	102	-6	1	0	103
Cc1nn(C)c(C)c1NC(=O)c1ccnn1C	0	0	0	100	0	0.4	101	1	0	0	101
CCOc1cc(CNCc2cccs2)ccc1OCC(=O)NC(C)(C)C	2	-9	-2	104	-2	0.2	105	-4	-7	-8	101
CCN(CC)S(=O)(=O)c1ccc(=O)[nH]c1	-2	-2	-2	?	-2	-0.8	97	-4	0	-1	104
Cc1nnc(NC(=O)C2CCCN2S(=O)(=O)c2ccc(Cl)cc2)s1 (stereo not drawn)	0	1	-3	93	5	0.4	100	3	3	1	99
COC(=O)[C@H](CC(C)C)NC(=O)Nc1ccc2c(c1)OCCO2	1	0	0	101	1	0.6	97	0	0	0	98
O=C(O)c1ccnc(C(=O)O)c1	1	-7	-5	97	0	0.2	90	-6	-1	-4	98
CCO[C@H]1OC(C(=O)NC2CC2)=C[C@@H](c2coc3ccccc3c2=O)[C@@H]1CCCO	3	-2	0	96	0	0.3	104	0	0	-2	100
O=C(O)CC1=C(O)C(=O)N(c2ccccc2)C1c1ccccc1 (stereo not drawn)	0	-5	-10	105	-5	-0.1	115	-4	-4	-5	108
CCOc1c(Cl)cc(CNCc2ccncc2)cc1OC	7	-3	-4	104	2	1.6	100	-3	-2	-3	100
Cn1cccc1C(=O)OCc1cc(Cl)cc2c1OCOC2	40	-11	-17	96	-6	1.0	97	-12	-4	-5	100
FC(F)(F)c1cnc(Nc2ccc(N3CCOCC3)cc2)c(Cl)c1	0	8	2	97	3	-0.1	97	0	4	-2	97
CC(C)CCN(C(=O)Cc1ccccc1F)c1c(N)n(Cc2ccccc2)c(=O)[nH]c1=O	-1	1	0	99	2	-0.2	99	0	0	0	100
CNC(=O)c1sccc1Oc1ccc(F)cc1[N+](=O)[O-]	4	-1	-3	97	0	0.5	100	-2	0	-2	99
COc1cc(/C=C2/SC(=O)N(Cc3ccccc3Cl)C2=O)ccc1OCc1ccncc1	6	-12	-1	100	-5	1.0	99	-5	-5	0	102
COc1ccc(OCCCN2CCCCCC2)cc1	1	1	-6	108	-8	0.3	109	-8	0	-11	109
C/C(CC(=O)N1CCN(C=O)CC1)=N\NC(=O)c1ccc(Cl)cc1	0	-1	-3	99	0	-0.2	100	-1	1	1	98
O=C(O[C@@H]1OC2COC(=O)c3cc(O)c(O)c(O)c3-c3c(cc(O)c(O)c3O)C(=O)O[C@@H]([C@H]1O)[C@@H]2O)c1cc(O)c(O)c(O)c1	-6	-10	39	22*	11	-0.2	44*	34	15	6	34*
CCOc1ccc(S(=O)(=O)Nc2ccccc2C(=O)NCC2CCCO2)cc1 (stereo not drawn)	1	-3	-1	103	-2	0.4	106	-1	-1	-1	105
CS(=O)(=O)c1ncc(Cl)c(C(=O)Nc2ccc(N3CCOCC3)cc2)n1	4	8	8	85	2	0.9	85	4	5	0	87
Cc1c(C(=O)Oc2cccc3cccnc23)cccc1[N+](=O)[O-]	30	-1	-4	94	0	2.3	99	1	-1	-4	98
CCCCC(=O)Nc1sc2c(c1C(=O)OCC)CCC(C=O)=C2Cl	6	-4	5	102	0	1.9	95	0	1	2	102
Cc1ccc(S(=O)(=O)/N=C(/Nc2c(C)n(C)n(-c3ccccc3)c2=O)c2ccccc2)cc1	0	3	5	104	0	-0.3	114	6	0	5	96
CNC(=O)CN1C(=O)NC2(CCc3ccccc3C2)C1=O (stereo not drawn)	-1	-7	-3	103	0	-0.3	103	1	0	-2	105
CCCCCCOc1ccc(N2C(=O)CC(NCCc3ccc(S(N)(=O)=O)cc3)C2=O)cc1 (stereo not drawn)	0	-3	-3	99	0	-0.3	105	-1	-1	-2	98
N/C(=N\OC(=O)Cc1ccccc1)c1ccncc1	3	-3	-6	105	-10	0.7	104	0	-6	-4	104

Sorted by the number under Bim-Bfl-1 (highest first): four of the compounds above
| smiles | Bim-Bfl-1 |
| --- | --- |
| Cc1ccc(-c2cc(C(=O)Nc3ccccc3C)c3ccccc3n2)o1 | 24 |
| CS(=O)(=O)c1ncc(Cl)c(C(=O)Nc2ccc(N3CCOCC3)cc2)n1 | 8 |
| CCCCC(=O)Nc1sc2c(c1C(=O)OCC)CCC(C=O)=C2Cl | 5 |
| Cc1ccc(C)c(NC2=C(Cl)C(=O)OC2OC(=O)c2ccco2)c1 (stereo not drawn) | -4 |

The main list resumes, repeating the 2 entries before the break.
SMILES	ABCG2 block	Bcl-B Bim block	Bim-Bfl-1	RGS7-Gao	Mcl-1 Bim block	ABCB1 inh	RGS8-Gao reg	Bcl-2 Bim block	Bcl-W Bim block	Bim-Bcl-XL	RGS4-Gao reg
CCCCCCOc1ccc(N2C(=O)CC(NCCc3ccc(S(N)(=O)=O)cc3)C2=O)cc1 (stereo not drawn)	0	-3	-3	99	0	-0.3	105	-1	-1	-2	98
N/C(=N\OC(=O)Cc1ccccc1)c1ccncc1	3	-3	-6	105	-10	0.7	104	0	-6	-4	104
Nc1nc2n(n1)C(c1ccco1)CC(c1ccccc1)N2 (stereo not drawn)	1	-4	-7	91	0	0.4	97	-6	4	1	91
COc1ccc(-c2ccc(C3C(C#N)=C(N)Oc4n[nH]c(C)c43)o2)cc1 (stereo not drawn)	5	1	1	103	0	1.4	99	-3	0	3	99
COc1ccc2[nH]c3c(N4CCC(O)(c5cccc(C(F)(F)F)c5)CC4)ncnc3c2c1	2	-10	-11	96	-3	-0.2	97	-6	-4	-2	87
CCOc1ccc2nc(SCC(=O)c3ccccc3)sc2c1	2	-11	-7	102	-4	0.3	100	-4	0	0	99
O=c1n(-c2ccccc2)c(=O)n2n1CC(O)C2	2	-4	-4	100	0	0.0	101	-4	0	-1	105
COc1ccc(C(=O)NC(C(=O)N2CCc3ccccc32)C(C)C)cc1 (stereo not drawn)	5	-11	-2	102	-4	1.8	102	-3	-3	-6	101
O=C(CS(=O)(=O)Cc1ccccc1)Nc1nc2c(s1)CCCC2	4	1	-2	93	0	0.9	103	-1	0	-1	94
CN(C)CCCN=Cc1c(O)n(Cc2ccccc2)c(=O)c2ccccc12	2	-4	-12	103	0	0.3	103	-9	2	-3	104
O=[N+]([O-])c1ccc(/C=C/C2=NN(c3ccccc3)C(c3ccco3)C2)cc1 (stereo not drawn)	+	.	.	246*[activator]	.	+	111	?	.	.	285*[activator]
O=C1/C(=C/c2cccnc2)CCC/C1=C\c1cccnc1	0	-2	3	99	-1	-0.1	99	7	-4	-3	98
Cc1ccc(C2C(C#N)=C(N)Oc3n[nH]c(-c4ccccc4)c32)o1 (stereo not drawn)	0	-3	-1	101	-1	0.3	98	-3	3	0	102
